# Source: PubChem
# MRP-1 activ: H69AR viability gain despite doxorubicin, primary screen, MRP-1 activator project, H69AR cells, CellTiter-Glo; viability increase, % at 10 µM; viability rescue; actives 0.61% (n = 140,000);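 active = viability gain under doxorubicin at or above a set limit, the compound median plus 3 SD, cut at about 4.7% in these data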;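 also: MRP-1 overexpressing cells given doxorubicin 25 µM after compound pretreatment; 18-22 h compound pretreatment then 72 h with doxorubicin before readout; 0% = doxorubicin-only wells and 100% = vehicle-treated cells without doxorubicin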
# HCT116 PTEN-null: growth suppression of PTEN-null HCT116, primary screen, cell-based, CellTiter-Glo. actives 1.2% (n = 140,000). viability, % at 10 µM. HCT116 PTEN-null viability, 60 h; active compounds read low. AID 827, 2007;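 active = viability at or below a set limit, 4 SD under the median of all tested compounds, cut at about 3.7% in these data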;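 also: PTEN knockout HCT116 line with beta catenin targeted HCT116 as companion control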
# Yeast growth inh: growth inhibitors of yeast BB579 in restrictive medium, primary screen, yeast lifespan-shortening project, S. cerevisiae | OD615, 48 h | inhibition, % at 10 µM | actives 0.51% (n = 140,000) | AID 804, 2007;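 active = inhibition above a set limit, 3 SD over the mean compound inhibition, cut at about 44% in these data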; also: inactives centre near -24
#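 Test system: Saccharomyces cerevisiae DeaD strain BB579, replicative lifespan model yeast | Buffer or medium: Restrictive CSMM-D medium | Doses: One dose, 10 µM compound with 0.25% DMSO | Incubation: 48 h exposure, 30 °C | Detection: Culture absorbance at 615 nm | Control set: Amphotericin B at 10 µg/mL as positive control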
# Yeast life ext: compounds extending yeast replicative lifespan, primary screen, S. cerevisiae, OD615. inhibition of the nicotinamide effect, % at 10 µM. actives 0.68% (n = 130,000). S. cerevisiae growth with nicotinamide; deaD strain in restrictive glucose medium. AID 775, 2007;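 active = inhibition above a set limit, placed 3 SD over the median of all compounds, cut at about 26% in these data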;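 also: 0% = nicotinamide-treated wells and 100% = cells grown without nicotinamide; some compounds called inactive have numbers as strong as hits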
#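 Measured by: optical density (absorbance) at 615 nm; System: modified budding yeast, DeaD strain; Medium: restrictive CSMM-D dextrose medium; Timing: 4 h preincubation then 48 h treatment at 30 °C.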
# HCT116 bCat-KO: primary screen for growth suppressors in beta-catenin knockout HCT116 cells (colon tumor, human). actives 1.5% (n = 140,000). HCT116 beta-catenin knockout viability, CellTiter-Glo, 60 h; active compounds read low. viability, % at 10 µM;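 active = viability at or under a set limit, the compound median less 4 SD, cut at about 6% in these data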;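 also: 0% = Hyamine 1622 control at 20 µM and 100% = untreated cell control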
# GALR2 blocker: GALR2 antagonists in receptor-expressing cells, primary screen; actives 0.39% (n = 140,000); antagonist mode; inhibition, % at 4 µM; Galanin receptor type 2 (Homo sapiens), O43603; in the data active = inhibition above about 27%;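 also: cells stimulated with galanin 1-16 at roughly its EC80; 0% = agonist challenge control and 100% = basal control without agonist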
# Target sequence (O43603 whole entry, looked up): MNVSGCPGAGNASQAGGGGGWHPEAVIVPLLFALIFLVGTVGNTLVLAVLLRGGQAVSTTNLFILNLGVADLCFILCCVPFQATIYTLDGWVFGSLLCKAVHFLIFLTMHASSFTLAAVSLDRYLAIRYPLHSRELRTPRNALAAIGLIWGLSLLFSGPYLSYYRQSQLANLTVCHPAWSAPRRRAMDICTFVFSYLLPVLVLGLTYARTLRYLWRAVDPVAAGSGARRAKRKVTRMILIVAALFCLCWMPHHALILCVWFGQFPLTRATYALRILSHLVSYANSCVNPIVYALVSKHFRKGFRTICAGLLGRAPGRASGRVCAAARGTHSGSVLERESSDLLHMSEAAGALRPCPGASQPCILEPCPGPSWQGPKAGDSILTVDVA
# E-sel TNF inh: E-selectin induction blockers in HUVEC – imaging, immunofluorescence, high content, primary screen; HUVEC TNFa-induced E-selectin immunofluorescence; inhibition, % at 2 µM; actives 0.71% (n = 120,000); AID 1246, 2008;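 active = inhibition above the batch mean plus 3 SD, and confirmed as a hit on visual image review, cut at about 43% in these data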;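 also: 0% = TNF-stimulated DMSO wells and 100% = unstimulated control wells; not every result past the cut was called active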
# NPY-Y2 antag: NPY-Y2 receptor antagonists, primary screen, cell-based; NPY-Y2 expressing cells, antagonist mode; actives 0.99% (n = 140,000); AID 793, 2007; inhibition, % at 2.7 µM; Neuropeptide Y receptor type 2 (Homo sapiens), P49146; in the data active = inhibition above about 17%;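 also: 0% = vehicle with agonist challenge and 100% = reference antagonist with challenge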
# Target sequence (P49146 whole entry, looked up): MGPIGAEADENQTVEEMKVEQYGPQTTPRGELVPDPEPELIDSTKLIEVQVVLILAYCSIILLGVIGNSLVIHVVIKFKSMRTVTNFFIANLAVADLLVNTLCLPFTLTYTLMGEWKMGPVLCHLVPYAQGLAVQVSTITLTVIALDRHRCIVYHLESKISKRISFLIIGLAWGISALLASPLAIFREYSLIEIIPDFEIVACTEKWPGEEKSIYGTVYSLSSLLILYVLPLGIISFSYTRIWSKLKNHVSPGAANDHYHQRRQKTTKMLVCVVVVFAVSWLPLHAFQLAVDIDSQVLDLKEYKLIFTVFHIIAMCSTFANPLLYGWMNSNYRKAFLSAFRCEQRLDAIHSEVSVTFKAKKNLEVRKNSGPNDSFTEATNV
# Phagocyt inh: inhibitors of macrophage phagocytosis, primary screen, imaging, J774A.1 cells, IgG beads; inhibition, % at 5 µM; actives 0.07% (n = 110,000); J774A.1 macrophage IgG-bead phagocytosis; AID 1029, 2008;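 active = inhibition above the mean of the plate negative controls plus 5 SD, cut at about 13% in these data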;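 also: phagocytic index as fraction of beads internalized from green versus red external bead signal; plate controls were DMSO negative control for no effect and cytochalasin-D positive control for full effect; some results beyond the cut were filed as inactive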
# Measles CPE: compounds protecting cells from measles virus cytopathic effect, primary screen, measles RdRp inhibitor project, single point, MLSMR library, absorbance; Measles virus-infected cells, CPE protection; protection (pct of control), % at 4 µM; actives 1.5% (n = 140,000); AID 841, 2007; in the data active = protection mostly above about 24%, no sharp cut-off; inactive = mostly below about 26%; also: some compounds called inactive have numbers as strong as hits
# Starred values were filed as active, the others as inactive; . = no result given. Compounds were not picked by outcome. Share with any hit: about 6.1%.
Structure,MRP-1 activ,HCT116 PTEN-null,Yeast growth inh,Yeast life ext,HCT116 bCat-KO,GALR2 blocker,E-sel TNF inh,NPY-Y2 antag,Phagocyt inh,Measles CPE
O=C(COc1cc(Cl)c(Cl)cc1Cl)NC(=O)NC1CCCC1,0.2,104,-66,-1,95,-9,-8,6,0,2
Cc1cc(C)n(C(=O)CNC(=O)c2cccs2)n1,1.3,98,-22,-13,100,-5,.,2,0,23
O=C(Nc1ccc(NC(=O)C2CC2)nc1)c1ccco1,2.4,95,-2,-22,93,-3,10,0,0,9
Cc1c(Cl)cccc1NC(=O)CC(C(=O)O)C1CCCO1 (stereo not given),-1.1,104,3,-5,98,8,13,0,-1,29
CCOC(=O)c1c(NC(=O)CSc2nnc(-c3ccc(C)cc3)o2)sc(C(C)=O)c1C,-2.7,81,-53,-21,81,12,-1,5,-1,28
COc1ccc(C(=O)NC(=S)Nc2ccccc2N2CCCCC2)cc1[N+](=O)[O-],-4.0,45,-25,-1,36,-15,-19,0,.,3
CC(=O)c1ccc(NC(=O)c2noc3c2CCCCC3)cc1,-1.2,105,-2,-18,106,3,17,1,0,2
O=C(CSCc1ccccc1)N=Nc1c(O)[nH]c2ccccc12,4.3,100,-7,-6,94,7,.,0,-4,12
O=C(NCc1ccccc1)c1ccc2c(=O)n(CC3CCCO3)c(=S)[nH]c2c1 (stereo not given),-2.3,88,-33,-13,90,-8,.,2,.,5
CCOC(=O)C(NC(=O)CC)(Nc1ccc(S(=O)(=O)Nc2ncccn2)cc1)C(F)(F)F (stereo not given),0.2,102,-62,-3,96,-6,3,-1,0,8
Cn1nnnc1SCc1ccc(C(=O)Nc2ccc(Br)cc2)cc1,2.2,97,-83,2,95,8,-9,1,.,12
CC(=O)c1c(C)[nH]c(C(=O)Nc2nc(-c3ccccc3)c(C)s2)c1C,-2.9,65,-12,-7,78,-9,.,1,-6,3
CCN(CC)c1ccc(NC(=O)CN2CCN(CC(=O)Nc3ccc(F)cc3)CC2)cc1,-2.5,96,-14,0,86,-14,-30,1,-1,22
COc1ccc(C(=O)NC2CC3CCCC(C2)N3CC(C)C)cc1OC (stereo not given),-1.3,97,-44,-1,101,-5,-12,2,-2,4
Cc1nc2c(Cl)cccc2[nH]1,-1.0,106,-67,4,103,-10,.,-1,0,7
O=C(Cn1cnc2c(cnn2-c2ccccc2)c1=O)Nc1ccc(S(=O)(=O)N2CCOCC2)cc1,-1.9,93,-6,-3,99,3,57,0,-12,12
Cc1csc(-c2cnn(-c3ccccc3)c2NC(=O)c2ccccc2)n1,-3.1,76,-6,0,83,12,-22,3,-1,16
CC(Sc1nnc(NC2CCCCC2)s1)C(=O)Nc1ccc2c(c1)C(=O)c1ccccc1C2=O (stereo not given),1.0,63,-15,-5,65,13,3,0,.,21
CCOC(=O)c1c(N)sc(C(=O)N2CCOCC2)c1C,-0.9,96,-33,2,95,-12,-8,5,.,24
CCN1CCN(C(c2cccnc2)c2cc(Cl)c3cccnc3c2O)CC1 (stereo not given),-6.2,24,6,30*,45,7,-36,6,0,2
Cc1ccc(CSc2nc3c(c(N(C)C)n2)CCCC3)cc1,0.6,54,-6,-24,69,6,-16,11,0,9
CCn1c(SCC(=O)Nc2ccccc2C(=O)OC)nnc1-c1ccc(N)cc1,-2.5,103,-43,2,101,-3,1,2,.,31
CC(C)(C)C(=O)N1CCN(c2ccc(Cl)cc2[N+](=O)[O-])CC1,-3.1,79,-16,7,93,-24,.,2,1,14
CCn1c(C)c(C(C)=O)c(N2CCC(C(N)=O)CC2)nc1=S,-1.8,90,-6,-10,94,-1,-4,-1,0,10
CC(=O)Oc1cccc(N2C(=O)C3CC=CCC3C2=O)c1 (stereo not given),-0.2,108,-49,-6,99,-17,13,3,-1,5
Cc1ccc(-n2c(C)cc(/C=N\NC(=O)CC(=O)NC(C)C)c2C)cc1,-4.5,86,-17,-4,80,2,.,3,-4,19
CC(C)CO/C(=N/S(=O)(=O)c1ccccc1)c1ccccc1,-1.8,88,-31,1,88,-17,25,1,-1,21
O=C(CSc1ncc(-c2ccc(F)cc2)n1Cc1ccco1)Nc1ccc2c(c1)OCO2,2.9,69,-61,13,65,4,27,1,-1,7
ON1C2CCCCC2N(O)C1c1ccccc1C(F)(F)F (stereo not given),-0.6,89,-32,-7,96,2,-30,-1,-1,2
Cc1nnc(SCC(=O)N/N=C/c2ccc(-c3ccc(C)c(Cl)c3)o2)s1,2.6,85,-28,-3,91,8,.,5,-5,13
CCOC(=O)c1c(C)[nH]c(C(=O)OCC(=O)N2CCN(S(=O)(=O)c3ccccc3)CC2)c1C,-0.5,80,-34,-6,76,-7,3,1,1,6
COc1ccc(S(=O)(=O)Nc2ccc(S(=O)(=O)N3CCCCC3)cc2)cc1C,-1.2,98,-28,17,102,-2,-11,-4,2,4
O=C(CCCCCCCC(=O)NNC(=O)Nc1ccccc1)NNC(=O)Nc1ccccc1,-1.6,95,-19,0,94,-5,-9,0,.,11
Cn1c(=O)[nH]c(=O)c2c1nc(N1CCCCC1)n2CCSc1nc2ccccc2o1,-1.5,89,6,-8,86,-4,.,0,0,8
O=C(NCc1ccccc1)Nc1cccn(Cc2cccc(F)c2)c1=O,-0.1,91,-26,1,85,9,19,0,-2,13
O=C(CSc1nc2ccccc2c(=O)n1CC1CCCO1)NCC1CCCO1 (stereo not given),-1.9,95,-43,5,99,1,1,-1,-2,5
CC(C)n1c(N2CCN(CC(=O)NCc3cccs3)CC2)nc2ccccc21,-1.4,103,-17,-4,106,10,-26,1,-2,3
CCN(CC)c1ccc(NC(=O)CSc2nc3ccccc3c(=O)n2-c2cc(S(=O)(=O)N(C)C)ccc2C)cc1,-1.6,100,-4,-7,90,5,-10,-4,-5,10
Clc1cccc2sc(N3CCCCC3)nc12,0.9,91,-12,-16,92,9,-12,6,0,9
Cc1ccc(C(=O)C(=S)N2CCOCC2)cc1,-2.0,92,-7,12,94,1,.,2,-2,19
CC(C)CC(=O)NC(=S)Nc1ccccn1,0.4,104,-21,-8,96,-7,22,-1,1,16
CNS(=O)(=O)c1ccc(NC(=O)c2ccccn2)cc1,1.2,104,4,3,107,9,15,4,-5,5
Nc1c(C(=O)NCc2ccccc2)nnn1Cc1ccccc1,0.2,87,-52,-3,84,4,.,1,0,5
O=C(COc1ccc(C(=O)c2ccccc2)cc1)NCC1CCCCC1,-2.3,78,-12,4,76,-1,8,9,.,13
O=c1c2cc(N3CCOCC3)ccc2[nH]c(=S)n1CCCN1CCN(c2ccccc2F)CC1,-3.5,85,-13,-5,83,-4,-54,0,5,43
NS(=O)(=O)c1cccc(NC(=O)CSc2ccccn2)c1,-1.0,107,-69,-3,101,1,-10,1,.,3
CC(=O)NC(NC(=S)Nc1ccc(N=Nc2ccccc2)cc1)C(Cl)(Cl)Cl (stereo not given),-6.1,21,-52,-16,25,-12,16,-8,.,7
Cc1ccc(C(C(=O)NC(C)(C)C)N(CC2CCCO2)C(=O)Cn2nnc(-c3ccc(C)o3)n2)cc1 (stereo not given),-0.8,95,-31,-8,88,-13,.,4,-2,17
CC(C)(C)C(=O)Nc1ccccc1C(=O)N1CCCC1,-2.0,102,-25,.,110,2,-1,1,.,18
C=CCc1c(C)c(C#N)c2nc3ccccc3n2c1NCCN(C)C,-5.0,91,57*,-1,84,-12,.,5,0,1

# Remaining list, next part:
Structure,MRP-1 activ,HCT116 PTEN-null,Yeast growth inh,Yeast life ext,HCT116 bCat-KO,GALR2 blocker,E-sel TNF inh,NPY-Y2 antag,Phagocyt inh,Measles CPE
CCOC(=O)C1CN(C(C)(C)C)C(=O)C1=O (stereo not given),-1.2,96,2,20,92,-1,.,-2,1,7
Cc1cccc(C)c1NC(=O)/C(C#N)=C/c1cccs1,-3.8,94,-9,-8,89,6,-17,4,.,8
O=C(Cn1cnc2ccccc2c1=O)N(Cc1ccco1)c1ccc(O)cc1,-0.3,89,-17,-3,92,-10,.,1,-2,28
Cc1cccc(NC(=O)CNC(=O)COc2ccc(C(=O)c3ccc(F)cc3)cc2)c1C,-4.1,29,-44,2,41,6,.,5,.,3
CCOC(=O)c1c(C)n(C)c2ccc(OC)c(NC(=O)c3cccs3)c12,-3.9,81,5,-16,84,-8,13,2,0,1
CCOC(=O)c1ccc(NS(=O)(=O)c2cccc3nsnc23)cc1,-0.7,99,-48,-1,85,2,-4,4,0,24
COc1ccc(N=C2C(=Nc3ccc(OC)cc3)N(c3ccccc3)C(=S)N2C(=O)c2ccc(Cl)cc2)cc1,-4.8,33,-29,.,39,8,16,3,.,4
COCc1[nH]nc2c1C1(C(=O)Nc3ccc(F)cc31)C(C#N)=C(N)O2 (stereo not given),-0.6,103,-18,-1,98,-3,1,-1,0,12
COc1ccc(/C=N/NC(=O)c2ccccc2)cc1OS(=O)(=O)c1ccccc1,-1.7,66,1,-4,65,2,.,0,2,22
COc1ccccc1-c1nnc(NC(=O)C(C)C)s1,-4.1,89,-27,-7,91,26,-1,1,0,14
CC1CCCC(NC(=O)NC(=O)CCl)C1C (stereo not given),-4.8,39,2,14,42,8,.,-2,0,3
COc1cc(NC(=S)N2CCCC(CO)C2)c(OC)cc1Cl (stereo not given),-2.6,98,-23,5,104,-1,.,2,-4,5
CCCCn1c(-c2ccco2)nc2ccccc2c1=O,-0.9,95,-45,-25,88,8,-6,4,0,8
Cn1c(SCc2ccc(Cl)cc2)nc(C(F)(F)F)cc1=O,-2.5,74,-31,-7,77,-4,-26,5,-1,0
Cn1c(=O)c2c(nc(SCCN3CCCCC3)n2Cc2ccccc2)n(C)c1=O,-3.5,100,-2,-2,93,10,.,8,.,76*
O=C(NCC1COc2ccccc2O1)c1cn(Cc2ccc(F)cc2)nn1 (stereo not given),2.3,91,-31,-9,81,-12,.,1,-2,0
Cc1ccc(S(=O)(=O)NCC(=O)N(CC(=O)NC2CCCCC2)Cc2ccco2)cc1,0.0,91,-45,0,95,1,7,2,1,40
COc1ccc(-n2cc3c(-c4cccc(Br)c4)nnc(C)c3n2)cc1,-3.9,73,-17,-3,72,-4,.,2,.,24
COc1ccccc1NC(=O)CSc1nnc(C)n1Cc1ccccc1,-0.8,93,-12,-6,88,-6,-6,3,0,16
